# 4-MU autofl – compounds fluorescent in 4-MU spectral region. hit rate 11% among 59,000. max dye-equivalent concentration, M. compound autofluorescence, 340/450 nm, 4-MU equivalents; active compounds read high; in the data active = max dye-equivalent concentration above about 10 nM; inconclusive = mostly about 1.1 nM to 9.6 nM
#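 Compounds in 100 mM Tris, pH 8.0, incubated 15 min at room temperature, then fluorescence read at 340 nm excitation/450 nm emission. Signal converted to 4-MU dye-equivalent concentration using an on-plate six-point 4-MU standard curve.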
# BRCT inh red – BRCT-phosphoprotein interaction inhibition (red fluorophore) | BRCT-phosphopeptide binding, red fluorescence polarization | hit rate 0.03% among 75,000 | Potency, µM (titrated, usually from 76.9 µM), for inactives: at the top dose activity change, negative = inhibition, hits mostly inhibitors | P38398; also: % is scaled to controls: 0 for no effect and ±100 for the full control effect
#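 Rhodamine-labelled pBACH1 10-mer (100 nM) bound to BRCT domain (100 nM) at pH 7.3; compounds incubated 12 min room temperature, polarization read. Free peptide defines full inhibition; unlabelled decapeptide titrated as control.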
# BRCT inh green – BRCA1 BRCT-phosphoprotein interaction inhibition; P38398; BRCA1 BRCT-phosphopeptide binding, green fluorescence polarization; Potency, µM (series often up to 76.9 µM), without a hit: at the top dose activity change, negative = inhibition, most hits filed as inhibitors; hit rate 0.05% among 75,000; AID 875;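 also: potency is read from the fitted curve at half-maximal effect; plate controls were peptide without protein for full effect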
#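 Fluorescence polarization: His-tagged BRCT (~35 kDa BRCA1 C-terminus, 250 nM) bound to 100 nM fluorescein-labeled phosphorylated 10-aa BACH1 peptide, pH 7.3 phosphate buffer with DTT and Tween 20. Compounds incubated 12 min at room temperature; inhibition read as lowered polarization.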
# A350 autofl – compound fluoresces in the Alexa 350 spectral region; Compound autofluorescence, 340/450 nm, Alexa 350 dye-equivalents; active compounds read high; max dye-equivalent concentration, M; hit rate 11% among 59,000; AID 590; in the data active = max dye-equivalent concentration above about 10 nM; inconclusive = mostly about 1.1 nM to 9.6 nM
# ALOX15 inhib – inhibitors of human 15-lipoxygenase (ALOX15) | purified 15hLO-1, xylenol orange hydroperoxide absorbance | AID 887 | Potency, µM (doses to about 57.1 µM), for the others: top-dose activity change, negative = inhibition, most hits filed as inhibitors | hit rate 1.4% among 74,000 | P16050; also: potency is read from the fitted curve at half-maximal effect; % is scaled to controls: 0 for no effect and ±100 for the full control effect; nearly all actives have a fitted effect of over 55% in size
#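 Readout: Fe(III)-xylenol orange absorbance, 573-to-405 nm ratio as reaction progress. Enzyme 40 nM purified human 15hLO-1, substrate 50 uM arachidonic acid, 6 min RT after 15 min compound preincubation; Hepes pH 7.5 buffer with Triton X-100.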
# HBB splicing – alters splicing of the hemoglobin beta chain; HBB splicing reporter cell assay, activation; EGFP reporter with mutant IVS2-654 intron; response scale: normalised to 500 nM splice-correcting PNA; Potency, µM (top dose mostly 46.1 µM), for the others: at the top dose activation, usual class: activators; hit rate 0.06% among 65,000; AID 925; also: potency is read from the fitted curve at half-maximal effect; 0% is about no effect
#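 HeLa cells stably expressing EGFP interrupted by mutant beta-globin intron 2 (IVS2-654), 500/well in 2% FCS. Treated with compound for 2 days at 37C. Splicing correction scored as total well GFP intensity (488 nm excitation, 500-520 nm emission); 500 nM antisense PNA served as control.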
# UbGFP stabilizer – ubiquitin-GFP accumulation via proteasome inhibition; Potency, µM (titrated, usually from 45.9 µM), inactives show top-dose activation (GFP accumulation), most hits filed as activators; 67,000 tested, under 10 active; Ubiquitin-GFP reporter cells, proteasome inhibition, GFP fluorescence; response scale: untreated = 0%, 10 µM MG-132 = 100%; active = well fitted activation curve with a large enough effect, not every such curve was filed as active; inconclusive = small, poorly fitted or top-dose-only effect, or another doubt; inactive = no such curve, though single readings can be large or run the other way; also: potency is read from the fitted curve at half-maximal effect
#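 GFP accumulation read-out: laser plate cytometry counting ubiquitin(G76V)-GFP-expressing U2OS cells after 4 hr compound exposure at 37 °C. Titrations spanned 46 uM to 2.9 nM; 0% = basal, 100% = 10 uM MG-132; concentration-response curves fitted.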
# Pol III holo inh – inhibitors of bacterial DNA polymerase III holoenzyme | reconstituted DNA polymerase III holoenzyme replication, biochemical | Potency, µM (top dose mostly 57.1 µM), for the others: top-dose activity change, negative = inhibition | hit rate 0.25% among 71,000 | AID 603; also: potency is read from the fitted curve at half-maximal effect; % is scaled to controls: 0 for no effect and ±100 for the full control effect
#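 Reconstituted *E. coli* holoenzyme (0.35 nM Pol III, 1 nM beta, 154 nM SSB, 2 nM primase) was preincubated with compound for 15 min at RT. Synthesis on 1.4 nM ssM13Gori ran 35 min, then was stopped with PicoGreen/EDTA and read as dsDNA fluorescence.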
# CRE Fsk mod – modulators of forskolin-stimulated CRE signaling in CHO cells | CHO CRE-bla reporter (cAMP response element driving beta-lactamase), forskolin EC10, beta-lactamase ratio | Potency, µM (doses to about 38.2 µM), for the others: top-dose activity change, negative = inhibition, hits mostly activators | hit rate 2.5% among 71,000; active = well fitted activation curve with a large enough effect in the signal ratio, with a control signal flat, not every such curve was filed as active; inconclusive = small, poorly fitted or top-dose-only effect, or effect the other way, or a change in a side signal; the % refers to the signal ratio; also: potency is read from the fitted curve at half-maximal effect; % of control where 0% means no effect
#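 Reporter-gene assay: CHO cells with beta-lactamase behind cAMP responsive elements, co-treated with compound and EC10 NKH 477 for 3 hours at 37 degrees Celsius. Activity came from the 460/530 nm CCF4 emission ratio.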
# Epigenetic mod – epigenetic GFP locus derepression in mouse cells. mouse C127i GFP locus derepression, cytometry, 30 h. Potency, µM (titrated, usually from 46.1 µM), for inactives: at the highest dose GFP derepression (activation). hit rate 0.09% among 68,000. AID 597; also: % of control where 0% means no effect
#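 Derepression screen: silenced CMV-GFP reporter in murine C127i cells, 30 h compound incubation at 37 C, washed cells imaged by laser-scanning cytometer to enumerate GFP-expressing objects of 20 to 120 um.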
# Hsp90 Hop PPI – changes Hsp90-Hop TPR2A binding signal, up or down; AlphaScreen TPR2A-His6 binding biotin-Hsp90 C-terminal peptide; Potency, µM (series often up to 57 µM), for the others: at the highest dose activity change, negative = inhibition; hit rate 0.44% among 71,000; AID 595; active = well fitted curve in either direction with a large enough effect; inconclusive = small, poorly fitted or top-dose-only effect, or another doubt; also: potency is read from the fitted curve at half-maximal effect; % is scaled to controls: 0 for no effect and ±100 for the full control effect; many of its hits are not listed in these tables
# An asterisk follows results filed as active; i = inactive; ? = inconclusive; . = no result given; [ ] = another dose, or the depositor's remark. Unless noted, calls follow the shape of the dose curve; as a rule, active = well fitted curve in the direction sought with a large enough effect; inconclusive = small, poorly fitted or top-dose-only effect, or another doubt; inactive = no such curve, though single readings can be large; an effect the other way counts as inactive or inconclusive. Not all compounds are listed; the hit share may differ from the screen's.
SMILES,4-MU autofl,BRCT inh red,BRCT inh green,A350 autofl,ALOX15 inhib,HBB splicing,UbGFP stabilizer,Pol III holo inh,CRE Fsk mod,Epigenetic mod,Hsp90 Hop PPI
CC[C@H]1C(=O)OC[C@H]1Cc1cncn1C,i,0.1%[15.4 µM],-0.6%[15.4 µM],i,?,-0.4%[9.22 µM],4.3%[9.17 µM],2.8%[11.4 µM],12.5%[7.6 µM],1.7%[9.22 µM],-2.6%[11 µM]
CC(=O)C1=C(O)[C@@H]2[C@@H]3c4c[nH]c5cccc(c45)C[C@@H]3C(C)(C)N2C1=O,.,-2.2%,1.4%,.,?,.,-7.1%,-4.7%,1.26µM*,2.8%,-8.9%

# Screening data: PubChem BioAssay, National Center for Advancing Translational Sciences (NCATS)
